# AmpC inh no detg – blocks E. coli AmpC beta-lactamase in detergent-free assay; AID 485341; Potency, µM (titrated, usually from 57.1 µM), for the others: top-dose activity change, negative = inhibition, usual class: inhibitors; AmpC nitrocefin hydrolysis, absorbance 480 nm, 0.0001% Triton; 330,000 compounds, 0.52% hits; P00811;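 also: potency is read from the fitted curve at half-maximal effect; plate controls were no compound for no effect and no enzyme for full effect; nearly all actives have a fitted effect of over 20% in size; some results filed as inactive show a strong effect at the top dose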
# Target sequence (P00811 whole entry, looked up): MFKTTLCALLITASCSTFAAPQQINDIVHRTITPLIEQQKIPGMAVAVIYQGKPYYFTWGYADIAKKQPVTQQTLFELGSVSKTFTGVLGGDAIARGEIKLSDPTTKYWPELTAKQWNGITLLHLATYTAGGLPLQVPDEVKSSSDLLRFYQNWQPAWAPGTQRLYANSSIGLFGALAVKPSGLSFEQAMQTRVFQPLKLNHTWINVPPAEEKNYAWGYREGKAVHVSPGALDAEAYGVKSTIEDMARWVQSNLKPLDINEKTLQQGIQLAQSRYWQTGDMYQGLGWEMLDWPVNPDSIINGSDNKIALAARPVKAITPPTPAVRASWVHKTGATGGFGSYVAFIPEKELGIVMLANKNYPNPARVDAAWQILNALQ
#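 20 mM phosphate pH 7.0 + 0.01% (detergent screen) or 0.0001% Triton X-100; 5.3 nM AmpC reagent; cpd preinc 15 min RT; nitrocefin (800 uM stock) to start; A480 q20 s × 4 min; Activity was normalised to no-enzyme and no-compound control wells.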
# Sm TGR block – blocks Schistosoma mansoni thioredoxin glutathione reductase; purified TGR, DTNB reduction, TNB absorbance 405 nm; Potency, µM (highest dose often 114 µM), for the others: at the highest dose activity change, negative = inhibition, actives largely listed as inhibitors; Q962Y6; 360,000 compounds, 3% hits; also: potency is read from the fitted curve at half-maximal effect; nearly all actives have a fitted effect of over 60% in size
#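 First, TGR (20 nM dispensed) and NADPH were mixed with compound. Second, a 15 min room-temperature incubation followed. Third, further NADPH and then DTNB were added to start the reaction. Finally, TNB absorbance was monitored kinetically.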
# HCMV inh – inhibitors of human cytomegalovirus; activity change, negative = inhibition, % at 57.5 µM; 410,000 compounds, 4.5% hits; HFF cells, HCMV-luciferase reporter, 72 h; active compounds read low; in the data active = activity change below about -60%; inconclusive = no clear call, values can overlap the other calls; inactive = above about -39%
#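 Steps: HFFs plated, 16 h 37C; compounds added; HCMV-luciferase added to MOI 1 PFU/cell; 72 h 37C; OneGlo reagent, 5 min room temperature; luminescence read, normalized to controls.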
# FBPA Giardia inh – inhibitors of Giardia lamblia fructose-1,6-bisphosphate aldolase; A8B2U2; 290,000 compounds, 0.71% hits; Potency, µM (top dose mostly 59.6 µM), for the others: top-dose activity, negative = inhibition, most hits filed as inhibitors; AID 2451; purified Giardia FBPA; also: potency is read from the fitted curve at half-maximal effect; nearly all actives have a fitted effect of over 55% in size
# Target sequence (A8B2U2 whole entry, looked up): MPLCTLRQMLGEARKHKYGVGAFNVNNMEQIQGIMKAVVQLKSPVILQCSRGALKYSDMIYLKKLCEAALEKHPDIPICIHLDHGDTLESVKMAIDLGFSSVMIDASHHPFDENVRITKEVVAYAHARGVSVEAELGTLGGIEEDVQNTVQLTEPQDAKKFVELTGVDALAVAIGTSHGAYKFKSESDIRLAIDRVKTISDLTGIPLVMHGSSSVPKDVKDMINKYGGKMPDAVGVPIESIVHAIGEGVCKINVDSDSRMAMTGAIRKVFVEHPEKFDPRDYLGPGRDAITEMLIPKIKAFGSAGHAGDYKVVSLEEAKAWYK
#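 40 nM FBPA preincubated 10 min at RT with compound (up to 57.5 uM final), then substrate plus GAPDH/TPI/NAD/arsenate coupling and diaphorase/resazurin added. Fluorescence read after 20 min at RT, 525/598 nm.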
# HCV inh – HCV inhibition; Huh7.5.1 HCVcc-Cre infection, luciferase reporter, 44 h; Potency, µM (top dose mostly 41.8 µM), inactives show at the top dose activity change, negative = inhibition, usual class: inhibitors; 340,000 compounds, 3.4% hits; AID 651820; also: potency is read from the fitted curve at half-maximal effect
#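 Cells (1,000/well) were plated 4 h before compound, then infected with HCVcc-Cre virus (~0.5 moi). After 44 h further culture, infection was read as luciferase luminescence following a 15 min substrate incubation at room temperature.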
# AmpC inh detg – AmpC beta-lactamase inhibition with detergent present; P00811; AmpC hydrolysis of nitrocefin, absorbance 480 nm, 0.01% Triton; Potency, µM (top dose mostly 114 µM), for inactives: top-dose activity change, negative = inhibition, usual class: inhibitors; 370,000 compounds, 0.041% hits; AID 485294;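 also: potency is read from the fitted curve at half-maximal effect; 0% = no-compound wells and -100% = no-enzyme wells; nearly all actives have a fitted effect of over 25% in size; some results filed as inactive show a strong effect at the top dose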
#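 20 mM phosphate pH 7.0 + 0.01% (detergent screen) or 0.0001% Triton X-100; 5.3 nM AmpC reagent; cpd preinc 15 min RT; nitrocefin (800 uM stock) to start; A480 q20 s × 4 min; Activity was normalised to no-enzyme and no-compound control wells.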
# * hit, by the source's call; ? = inconclusive; nt = not tested or not shown; [ ] = another dose, or the depositor's remark. Unless noted, calls follow the shape of the dose curve; as a rule, active = well fitted curve in the direction sought with a large enough effect; inconclusive = small, poorly fitted or top-dose-only effect, or another doubt; inactive = no such curve, though single readings can be large; an effect the other way counts as inactive or inconclusive. Unless noted, % is scaled to controls: 0 for no effect and ±100 for the full control effect.
SMILES,AmpC inh no detg,Sm TGR block,HCMV inh,FBPA Giardia inh,HCV inh,AmpC inh detg
CCOC(=O)c1cnn(-c2ncnc3c2oc2ccccc23)c1N,-20.1%,2.2%,52.8,2.0%,9.8%,?
CCCCCC/C=C/c1ccc([C@H]2[C@H]3C=CC[C@@H](C)[C@@H]3C(=O)N2Cc2ccccc2)c(F)c1,-21.6%,-28.2%,33.2,2.1%,-0.3%,-0.6%
Cc1ccc(C(=O)OCC(=O)N2CC(=O)Nc3ccccc32)s1,-24.5%,2.2%,12.5,1.1%,11.3%,-8.7%
COc1ccc(S(=O)(=O)Cc2ccc(C(=O)N3CCC4(CC3)OCCO4)o2)cc1,14.2%,?,-18.3,1.1%,12.9%,-4.0%
O=c1[nH]c(O)c(N=Nc2ccc(S(=O)(=O)N3CCOCC3)cc2)c(=O)[nH]1,-20.7%,-8.3%,?,-1.8%,3.0%,-1.5%
COc1ccccc1NS(=O)(=O)c1ccc(C)c(C(N)=O)c1,-3.2%,5.1%,-16.2,1.9%,-3.4%,5.9%
O=C(Nc1ccccc1)c1ccc(NCCc2ccccc2)c([N+](=O)[O-])c1,-14.2%,2.3%,21.7,-1.2%,?,?
O=C(c1cc(Br)ccc1Cl)N1CCN(c2ccccn2)CC1,-0.6%,2.3%,-16.8,14.1%,11.5%,-10.4%
O=C(CNC(=O)c1ccco1)NNC(=O)c1cccc(Cl)c1,-14.2%,nt,50.6,nt,3.7%,nt
CCOC(=O)c1c(/N=C/c2ccc(C)cc2O)sc2c1CCC2,-19.0%,-12.6%,-34.8,-9.3%,?,-0.1%
CCOc1ccc(NC(=O)C2CC(=O)N(c3ccccc3F)C2)cc1 (configuration not stated),-1.7%,2.4%,40.3,-1.9%,-13.2%,-7.4%
CC(C)NC(=O)CSc1nc2ccccc2n1-c1ccccc1,3.1%,-24.3%,-12.3,-2.8%,-10.7%,-0.3%
O=C(C1CCN(S(=O)(=O)c2cnc[nH]2)CC1)N1CCN(c2ncccn2)CC1,-15.8%,2.7%,-15.2,-0.2%,0.1%,-3.1%
COC(=O)c1cn(-c2ccccc2)nc1C(=O)OC,-17.0%,0.0%,-8.3,15.7%,18.7%,-7.1%
CC12CCC(=O)N1C(C(=O)NCCc1ccc(S(N)(=O)=O)cc1)CS2 (configuration not stated),138.7%[activator],?,21.4,nt,18.6%,-5.7%
CCCS(=O)(=O)N1CCN(S(=O)(=O)c2ccccc2[N+](=O)[O-])CC1,-8.3%,28.4%,-34.6,2.9%,-2.6%,0.2%
O/N=C1/CC/C(=N\O)c2nn(-c3ccccc3)nc21,-16.1%,2.6%,34.2,0.8%,14.4%,-8.5%
O=C1N[C@@H](Cc2ccccc2)C(=O)N2CCCC12 (some centres not stated),-11.7%,nt,-3.1,7.8%[89.2 µM],15.3%,nt
CCC(=O)Nc1ccc(NC(=O)CCc2ccccc2)cn1,-16.5%,-11.0%,19.9,-10.2%,12.1%,-10.1%
Cc1noc(NS(=O)(=O)c2ccc(NC(=O)c3nn(-c4ccc(F)cc4)ccc3=O)cc2)c1C,-23.6%,-6.4%,?,nt,13.3%,-1.3%
COc1cccc(NC(=O)CSc2cccc[n+]2[O-])c1,-4.2%,nt,0.0,nt,7.0%,nt
CC12CCC(C(=O)N3CCCCC3)(CC1=O)C2(C)C (configuration not stated),-12.1%,1.4%,-9.1,2.7%,20.8%,-15.1%
CCc1cc2c3c(c(=O)oc2cc1OCC(=O)OC)CCCC3,60.8%[activator],2.2%,-27.7,-5.4%,-7.5%,?
Cc1cccc(C(=O)Nc2cccc(OCc3cc(=O)n4cc(C)sc4n3)c2)c1,nt,0.0%,-17.8,nt,nt,17.2%
COc1cc(O)cc2occ(-c3ccc(O)cc3)c(=O)c12,-21.4%,-26.8%,0.0,1.8%,?,5.0%
Nc1nc(SCC(=O)NCc2ccc3c(c2)OCO3)n[nH]1,119.4%[activator][2.29 µM],0.0%,19.5,3.1%,12.3%,-2.3%
O=C(O)c1ccc2c(c1)C(=O)N([C@@H](Cc1ccc(O)cc1)C(=O)O)C2=O,-1.5%,4.1%,nt,3.6%,nt,?
COc1ccc(F)cc1CN1CCN(C(=O)CCC(=O)Nc2nnc(C(C)C)s2)CC1,92.5%[activator],0.0%,-12.7,8.2%,-16.4%,?
COc1ccc(CNC(=O)Nc2ccc(C)cc2)cc1,-38.1%,-0.8%,34.1,-3.2%,11.6%,?
COCCNC(=O)c1ccc(CN2CCc3ccccc3C2)cc1,-19.5%,-16.4%,-14.3,-1.8%,-1.3%,-7.5%
COCCN(CC(=O)Nc1cccc(C)c1C)C(=O)c1oc2ccccc2c1C,49.1%,nt,8.0,nt,-24.5%,nt
COc1ccccc1C(=O)NC(CCSC)C(=O)N1CCN(C(C)=O)CC1 (configuration not stated),-5.2%,-5.5%,-4.8,nt,4.0%,4.0%
COc1cccc(C(=O)Nc2ccc(N(C)C)cc2)c1OC,-24.7%,?,91.8,-25.3%,-2.7%,?
Cc1ccc(-c2cc3ncc4c(n3n2)-c2cc(C)ccc2OC4)cc1,nt,7.7%,0.3,nt,nt,0.5%
COc1cc(Cl)c(C)cc1NC(=O)CCCN1C(=O)CCC1=O,-4.0%,3.7%,-0.4,-0.6%,-0.6%,?
Cc1ccccc1S(=O)(=O)NCC1CCCO1 (configuration not stated),-6.4%,-4.8%,-5.7,7.4%,-4.2%,?
CCOC(=O)c1ccc(-n2cc(C(=O)c3cccnc3)nn2)cc1,-17.6%,-0.3%,-25.8,4.7%,13.9%,0.1%
O=C(c1ccco1)N1CCN(S(=O)(=O)c2ccc(Br)cc2)CC1,7.1%,-1.9%,?,-0.1%,13.8%,-1.0%
CS(=O)(=O)Nc1ccccc1C(=O)NCc1ccccc1Cl,1.2%[2.29 µM],-4.8%,-40.0,7.4%,?,-0.7%
CCOC(=O)Cc1csc(NC(=S)NC(=O)c2cc(OC)c(OC)c(OC)c2)n1,21.3%,-9.9%,25.9,19.9µM*,-9.8%,0.4%
O=C(Nc1sc2c(c1C(=O)NCc1ccccc1)CCCC2)c1cc(=O)c2ccccc2o1,nt,3.5%,-12.1,nt,nt,1.7%
Cn1c(CNC(=O)c2ccco2)nnc1SCC(=O)Nc1ccccc1Cl,-11.7%,-8.5%,15.8,nt,12.4%,?
CC(=O)N1CCC(N(Cc2ccco2)C(=O)Nc2ccc(Br)cc2F)CC1,nt,4.5%,-13.2,nt,nt,-0.9%
Brc1ccc(Cn2c(-c3ccc(Br)o3)nc3ccccc32)o1,4.0%,22.4µM*,27.1,-28.2%,-19.4%,?
CC1Cc2ccccc2N1c1nc(C2CC2)nc2c1nnn2Cc1ccccc1 (configuration not stated),-27.6%,-2.7%,-4.2,-1.3%,4.0%,-8.6%
CCCCNC(=O)C(NS(=O)(=O)c1cccc2nsnc12)c1ccccc1 (configuration not stated),-28.5%,4.5%,-4.1,2.8%,-1.5%,-9.7%
COc1ccccc1N(C)S(=O)(=O)c1ccc(C(=O)OCC(=O)N2CCCCCC2)cc1,24.3%,14.1%,47.7,14.5%,21.9%,3.2%
CCCCc1ncc(CN2CCC(n3nccc3NC(=O)c3ccccc3Cl)CC2)[nH]1,82.4%[activator],-15.3%,18.3,nt,8.7%,-8.3%
CCC(=O)NC(c1ccccc1OC)c1ccc2cccnc2c1O (configuration not stated),-17.4%,-15.9%,nt,?,2.51µM*,?
Cc1ccc(NC(=O)C2CC(=O)N(Cc3ccco3)C2)cc1 (configuration not stated),1.4%,?,5.7,0.8%,12.0%,-0.8%
S=C(Nc1ccccc1)N1N=C(c2cccs2)CC1c1cccs1 (configuration not stated),-35.3%,-11.7%,?,-6.6%,-27.8%,2.1%
CCn1c(C(C)NC(=O)c2ccc(Cl)cc2)n[nH]c1=S (configuration not stated),-17.0%,2.5%,-19.4,-21.4%,29.2%,-5.3%
CCC1CCC/C1=N\NC(=O)CCC(=O)Nc1ccccc1Cl (configuration not stated),-18.6%,-11.4%,?,1.2%,1.6%,-1.2%
CN1C(=O)N(CC(=O)N2CCN(c3ccccc3F)CC2)C(=O)C12CCCCC2,16.7%,-2.4%,18.3,nt,4.5%,0.8%
CCOCCOC(=O)c1cccc2c1-c1ccccc1C2=O,-0.5%,4.9%,9.8,11.4%,-10.8%,10.3%
O=C(N/N=C\c1cn[nH]c1-c1ccc(Cl)cc1)c1cccs1,-59.8%,7.5%,4.1,-1.9%,6.4%,8.7%
Cc1ccc(NC(=O)CCN2C(=O)c3ccncc3C2=O)cc1,-14.5%,-8.3%,7.8,nt,-17.5%,?
O=C(Cc1coc(-c2ccc(F)cc2)n1)Nc1ccccc1,-22.5%,-0.6%,?,-1.5%,?,0.1%
CCOc1ccc(-c2nnc(SCC(=O)NCc3ccc(Cl)cc3)o2)cc1,nt,14.1µM*,9.5,nt,nt,-4.5%
O=C(Nc1cc(N2CCOCC2)ncn1)NC1(C(F)(F)F)Oc2ccc(Cl)cc2O1 (configuration not stated),-13.1%,0.0%,nt,?,?,-12.0%

# Grouped by structure: the compounds so far with bromine
SMILES,AmpC inh no detg,Sm TGR block,HCMV inh,FBPA Giardia inh,HCV inh,AmpC inh detg
O=C(c1cc(Br)ccc1Cl)N1CCN(c2ccccn2)CC1,-0.6%,2.3%,-16.8,14.1%,11.5%,-10.4%
O=C(c1ccco1)N1CCN(S(=O)(=O)c2ccc(Br)cc2)CC1,7.1%,-1.9%,?,-0.1%,13.8%,-1.0%
CC(=O)N1CCC(N(Cc2ccco2)C(=O)Nc2ccc(Br)cc2F)CC1,nt,4.5%,-13.2,nt,nt,-0.9%
Brc1ccc(Cn2c(-c3ccc(Br)o3)nc3ccccc32)o1,4.0%,22.4µM*,27.1,-28.2%,-19.4%,?

# (next part)
SMILES,AmpC inh no detg,Sm TGR block,HCMV inh,FBPA Giardia inh,HCV inh,AmpC inh detg
Cc1ccc(S(=O)(=O)N2CCN(C(=O)c3cccc(-n4cccc4)c3)CC2)cc1,10.8%,-17.5%,10.6,nt,-14.4%,6.0%
CCc1nc(SCc2nc3ccccc3[nH]2)c2oc3ccccc3c2n1,-23.5%,54.1%[activator],?,18.0%,7.94µM*,4.2%
CCN(c1ccccc1)S(=O)(=O)c1ccc(C(=O)N2CCCC(C(F)(F)F)C2)cc1 (configuration not stated),43.8%,-4.7%,-24.6,nt,33.4%[activator],?
CCOCCCNC(=O)CCc1nnc2ccc(N3CCCCC3)nn12,-1.0%,5.5%,nt,4.4%,9.7%,6.0%
CCOC(=O)c1c(NC(=O)CC2SC(N)=NC2=O)sc(C)c1C (configuration not stated),19.0%,1.4%,10.1,4.6%,15.5%,1.1%
Cc1ccccc1CS(=O)(=O)Cc1ccc(C(=O)NCc2cccnc2)o1,-13.5%,0.0%,-35.0,0.1%,14.4%,-9.3%
Cc1ccccc1OCC(=O)NNC(=O)CSc1nc(N)cc(N)n1,-27.7%,0.4%,9.1,-6.1%,10.8%,-1.3%
Cc1ccc(-n2ncc3c(NCCCn4ccnc4)ncnc32)c(C)c1,-9.6%,-6.1%,-2.0,-4.4%,-16.4%,?
